Screening data (PubChem)
GASC-1 inh = human JMJD2C demethylase inhibition; Q9H3R0; inhibition, % at 2.35 µM; AID 2099; 330,000 tested, 0.069% active; GST-JMJD2C(1-420) H3K9me3 demethylation, DELFIA europium;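 active = more than half of a compound's replicate wells show inhibition beyond 50%, single wells judged on their own value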;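 also: signal counts dimethyl H3K9 product captured on neutravidin plate; 0% = median of DMSO wells and 100% = 0.3 times that DMSO median; strong numbers were not always called active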
Target sequence (Q9H3R0 1-420 limits assumed): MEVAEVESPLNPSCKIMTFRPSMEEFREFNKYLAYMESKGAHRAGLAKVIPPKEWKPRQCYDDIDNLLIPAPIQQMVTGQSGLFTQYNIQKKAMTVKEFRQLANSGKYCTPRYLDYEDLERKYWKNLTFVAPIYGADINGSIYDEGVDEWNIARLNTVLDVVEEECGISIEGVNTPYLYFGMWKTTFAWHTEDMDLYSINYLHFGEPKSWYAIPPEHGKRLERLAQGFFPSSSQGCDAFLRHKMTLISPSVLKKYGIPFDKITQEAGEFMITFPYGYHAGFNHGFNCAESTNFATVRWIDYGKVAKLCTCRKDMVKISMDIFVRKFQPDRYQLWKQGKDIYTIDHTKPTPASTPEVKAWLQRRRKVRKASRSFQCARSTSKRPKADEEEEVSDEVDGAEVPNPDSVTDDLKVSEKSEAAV
proCasp7 act = counter-screen: procaspase-7 (human) activation; P55210; recombinant procaspase-7, Ac-DEVD-pNA absorbance 405 nm; D23A/D198A/D206A triple mutant, cannot self-cleave; scale: DMSO 0, 5 µM enzyme 100; activation, % at 8.5 µM; 330,000 tested, 0.093% active;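 active = percent activation above the screen-wide mean plus 3 SD, cut at about 25% in these data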
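System: Uncleavable procaspase-7 mutant enzyme; Amount: 2 µM procaspase-7 mutant as dispensed; Schedule: 1 h compound preincubation, 2 h substrate cleavage, 25 °C; Measured by: 405 nm absorbance of p-nitroaniline; Evaluation: percent activation from buffer-corrected 0–120 min absorbance change; Control set: low DMSO alone, high DMSO plus 5 µM PC-7.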
CTSL1 counter = cathepsin L1 inhibition, PFM18AAP counter-screen; recombinant F. hepatica cathepsin L1, Z-Leu-Arg-MCA fluorescence; inhibition, % at 5.96 µM; 300,000 tested, 0.49% active; AID 1906;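 active = inhibition above the mean of all tested compounds plus 3 SD, set per screening campaign, cut at about 17% in these data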;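 also: 0% = plate median of test compound wells and 100% = 1 µM Z-Phe-Ala-diazomethylketone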
PP1 counter = counter-screen for PP5 inhibitors: inhibitors of human PP1-alpha; P62136; purified PP1alpha, OMFP fluorescence; inhibition, % at 6.7 µM; 320,000 tested, 0.9% active;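 active = inhibition above the mean inhibition of all tested compounds plus 3 SD, computed separately for each screening campaign, cut at about 15% in these data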
core dimer inh = HCV core protein dimerization inhibition. TR-FRET GST/Flag-core106 dimerization, 1536-well. inhibition, % at 5 µM. 300,000 tested, 0.33% active. AID 1899;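 active = inhibition above the mean of all tested compounds plus 3 SD, set per screening campaign, cut at about 45% in these data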
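System: GST/Flag-tagged HCV core106 proteins. Incubation: compound-protein-antibody incubation 4 h at 22.5 °C. Technique: HTRF with 340 nm excitation, 617/671 nm emission. Medium: KF-containing HEPES buffer, pH 7.45, DTT, CHAPS, BSA. Read-out: inhibition (%) from 671 over 617 nm ratio. Also added: Eu(K)-anti-GST 90 ng/mL plus XL665-anti-Flag 1 µg/mL.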
PP5 inh = blocks human protein phosphatase 5 activity; P53041; purified PP5c, OMFP substrate fluorescence; inhibition, % at 6.7 µM; 320,000 tested, 0.18% active; AID 1987;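 active = inhibition above the campaign's mean inhibition across all tested compounds plus 3 SD, cut at about 9.5% in these data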;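 also: 0% = DMSO only and 100% = 100 µM cantharidin control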
GRK2 inh = human GRK2 inhibition via aptamer displacement. bead flow cytometry, FAM-aptamer displacement from GRK2. P25098. inhibition of aptamer binding, % at 10 µM. 330,000 tested, 0.59% active;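 active = inhibition of aptamer binding above 40%, roughly 3 SD of noise, on plates passing a quality check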;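 also: median bead fluorescence of bound FAM aptamer so fluorescent compounds give negative values; no value below 0 was filed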
VLA-4 inh = inhibition in a human VLA-4 binding assay. inhibition, % (about 7 µM as worked out from the volumes in the protocol). VLA-4 expressing cells, ligand binding flow cytometry. P13612. 330,000 tested, 0.2% active; in the data active = inhibition above about 50%
procasp3 activ = procaspase-3 (human) activation; recombinant procaspase-3 D3A, Ac-DEVD-pNA absorbance 405 nm; activation, % at 8.5 µM; 330,000 tested, 0.11% active;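 active = activation above the mean of all tested compounds plus 3 SD, cut at about 21% in these data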;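 also: 0% = DMSO alone and 100% = DMSO wells spiked with extra 5 µM PC-3 D3A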
Target sequence (P42574 whole entry D9A/D28A/D175A): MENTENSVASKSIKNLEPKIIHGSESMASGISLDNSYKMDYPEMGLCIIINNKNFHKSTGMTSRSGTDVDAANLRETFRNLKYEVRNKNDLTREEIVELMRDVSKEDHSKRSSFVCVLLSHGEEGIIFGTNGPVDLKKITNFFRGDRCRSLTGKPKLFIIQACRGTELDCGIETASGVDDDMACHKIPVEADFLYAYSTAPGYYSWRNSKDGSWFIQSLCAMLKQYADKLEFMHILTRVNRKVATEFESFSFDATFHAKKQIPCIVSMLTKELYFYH
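material = Procaspase-3 D3A mutant | probe or stimulus = Ac-DEVD-pNA | compound = single dose, 8.5 µM nominal compound, 0.8% DMSO | timing = 1 h preincubation, 2 h reaction | measured by = 405 nm absorbance of p-nitroaniline, reads at 0 and 120 min | benchmarks = DMSO-only low control, 5 µM PC-3 D3A high control | repeats = singlicate, each compound tested once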
The depositor's hits bear a star; . = no result given; & = joins results of further samples.

Fields: GASC-1 inh	proCasp7 act	CTSL1 counter	PP1 counter	core dimer inh	PP5 inh	GRK2 inh	VLA-4 inh	procasp3 activ
(1) CN(C)c1ccc(NS(=O)(=O)c2cccc(Cl)c2)cc1
    6	4	1	-1	-2	0.3	0	-1	-2
(2) Clc1ccc(SCc2cn3ccccc3n2)cc1
    -17	0	-6	0	2	0.3	1	13	-1
(3) CCN(CC(=O)Nc1cccc(S(=O)(=O)N(C)c2ccccc2)c1)Cc1cccs1
    .	13	.	1	.	0.8	0	0	-2
(4) CN(C)CCn1c2c(c(SCC(=O)Nc3ccc4c(c3)OCCO4)nc1=O)CCC2
    -2	4	-2	-5	5	-1.4	1	25	-3
(5) C[C@@H](NC(=O)c1nc[nH]c1C(=O)N[C@@H](Cc1ccccc1)C(=O)OC(C)(C)C)c1ccccc1
    -29	-9	2	6	-9	8.7	0	-36	5
(6) Cn1cc(C(=O)c2ccccc2C(=O)O)cc1C(=O)C(Cl)(Cl)Cl
    2	-6	0	-5	12	-0.1	0	5	-4
(7) COc1ccc(NC(=O)CN(C)C(=O)C(C)N2C(=O)c3ccccc3C2=O)cc1 (stereo not drawn)
    -8	8	3	-3	-4	-1.3	0	-2	3
(8) O=C(COC(=O)c1ccco1)c1ccccc1
    -7	-4	-1	-1	-14	0.9	0	5	-4
(9) CC(=O)/C=C(\C)Nc1ccccc1O
    2	-7	-3	-5	-3	-4.2	0	-7	-5
(10) Cc1ccc(-n2nc(C)c(C(=O)N3CCN(C(=O)c4ccco4)CC3)c2-n2cccc2)cc1
    -3	2	2	2	-1	-0.1	0	2	-1
(11) COc1ccc(/C=C/C(=O)O)cc1S(=O)(=O)N1CCc2ccccc2C1
    -16	2	-2	-3	3	1.8	6	9	0
(12) CCC1CCCCN1CCCNC(=O)Cn1ncn2nc(-c3ccc(OC)cc3)cc2c1=O (stereo not drawn)
    10	0	-5	-5	-6	2.5	6	-25	3
(13) CCC(=O)c1ccccc1OCCCN1CCC(Cc2ccccc2)CC1
    -8	5	0	-1	3	-0.8	0	15	0
(14) CCc1cc2c(cc3c(=O)n(CC(=O)NCCCN4CCCCCC4)nc(CC)n32)s1
    15	-3	2	3	-2	3.6	0	8	4
(15) COCCNc1cc(C)nc2c(-c3ccccc3OC)c(C)nn12
    -2	5	-1	0	1	0.0	1	-4	-9
(16) COc1ccc(S(=O)(=O)N2CCCCCC2)cc1C(=O)N(C)CC(=O)Nc1ccccc1Br
    -2	3	-3	-5	5	0.4	0	17	7
(17) CCCCCNc1nc(-c2ccccc2)cs1
    7	-3	0	-1	-2	2.5	3	10	2
(18) Cc1cnc(NC(=O)C2CC(=O)N(c3cccc(Cl)c3)C2)s1 (stereo not drawn)
    4	-1	0	1	4	1.4	2	4	3
(19) O=C(CCS(=O)(=O)c1ccccc1)NNC(=O)CSc1ccccc1F
    -3	1	.	.	.	.	0	-1	7
(20) CCN(CC)c1ccc(/C=C2\C(=N)N3N=C(CC(=O)N4CCOCC4)SC3=NC2=O)cc1
    -25	-1	4	1	-2	-0.1	0	-31	4
(21) O=C(O)C1CCN(c2nc(-c3ccccc3)c3cc(Br)ccc3n2)CC1
    -1	-9	-2	11	5	-6.8	5	-3	-10
(22) CC(C)Oc1nc(-c2ccc(Cl)cc2)nc2ccccc12
    -12	5	0	-3	-3	1.8	0	16	7
(23) O=C(Nc1ccc(NC(=O)C2CCCCC2)nc1)c1ccco1
    1	4	2	-1	2	-0.8	1	11	6
(24) Cc1cccc(OCCn2c(-c3ccco3)nc3ccccc32)c1
    9	-1	0	3	-7	2.2	0	0	1
(25) c1ccc(Cc2nnc3sc(-c4ccc5c(c4)OCO5)nn23)cc1
    -6	-9	4	-4	2	-3.5	1	9	-2
(26) CCOc1cc(/C=N\Nc2ccc([N+](=O)[O-])cc2)ccc1OCC(=O)Nc1ccc(C)c(C)c1
    3	-2	0	-2	37	2.2	0	-109	-15
(27) CCO[C@@H]1OC(C(=O)NCc2nc3ccccc3[nH]2)=C[C@H](c2coc3ccccc3c2=O)[C@H]1CCCO
    2	-4	-1	3	2	1.9	4	-1	13
(28) O=C(NNC(=O)C1CCN(S(=O)(=O)c2ccc(Cl)cc2)CC1)c1ccccc1O
    10	-2	8	-3	3	-0.9	0	9	11
(29) O=C(CCNC(=O)C1CCN(S(=O)(=O)c2ccccc2)CC1)NCc1cccc(Cl)c1
    6	5	-4	8	2	3.8	0	7	0
(30) COc1ccccc1CCC(=O)OCC(=O)Nc1ccc(C)c(S(=O)(=O)N2CCCCC2)c1
    4	2	-10	-3	5	0.5	1	7	1

Brought forward from above: 2 compounds, then new ones.
Fields: GASC-1 inh	proCasp7 act	CTSL1 counter	PP1 counter	core dimer inh	PP5 inh	GRK2 inh	VLA-4 inh	procasp3 activ
(29) O=C(CCNC(=O)C1CCN(S(=O)(=O)c2ccccc2)CC1)NCc1cccc(Cl)c1
    6	5	-4	8	2	3.8	0	7	0
(30) COc1ccccc1CCC(=O)OCC(=O)Nc1ccc(C)c(S(=O)(=O)N2CCCCC2)c1
    4	2	-10	-3	5	0.5	1	7	1
(31) Cc1nnc(NC(=O)CSc2ncc(-c3ccccc3)[nH]2)s1
    0	8	-2	0	3	-2.3	2	14	-1
(32) CCNC(=O)CN1c2cccc3cccc(c23)S1(=O)=O
    1	7	3	3	-2	0.1	4	1	2
(33) CCNC(=O)CN1C(=O)NC(Cc2ccccc2)(Cc2ccccc2)C1=O
    -2	10	-1	-4	1	-0.8	1	5	3
(34) COc1cc2nc(CN(C)Cc3ccc(Cl)cc3)[nH]c(=O)c2cc1OC
    -20	7	4	0	1	1.6	6	3	-3
(35) Cc1cc2occ(CC(=O)N(C)CC(=O)Nc3ccccc3C(F)(F)F)c2cc1C
    4	-1	.	-1	.	0.5	0	5	8
(36) Cc1cc(C(=O)O)ccc1-n1c(C)ccc1C
    27	-8	1	27*	-9	4.1	7	-10	-5
(37) Nc1ccc(C(=O)N2CCN(S(=O)(=O)c3ccc4c(c3)OCCCO4)CC2)cc1[N+](=O)[O-]
    7	4	.	-2	.	1.4	6	16	1
(38) O=C(NCCc1ccccc1)c1c(F)c(F)c(F)c(F)c1F
    5	9	2	-8	0	1.5	2	21	5
(39) COc1cc(C2c3c(n[nH]c3C)C(=O)N2c2ccc(Br)cc2)ccc1O (stereo not drawn)
    2&2	-2	0	-3	3	4.2	1	3	-6
(40) Cc1cc(C)c(C)c(OCC(=O)O/N=C(\N)c2cccnc2)c1
    -18	5	0	-2	-3	0.6	1	15	0
(41) Cc1ccc(OCCn2c(C)nc3ccccc32)cc1
    2	-4	2	-2	-2	0.9	1	0	9
(42) CCOC(=O)C(C)Oc1ccc(NC(=O)C(Cl)(Cl)Cl)cc1 (stereo not drawn)
    9	19	0	1	13	1.8	0	-17	-2
(43) Cc1nc2sc(C#N)c(N)c2c2c1CCCC2
    0	-13	-3	-2	5	3.2	0	-5	-11
(44) C/C(=N\NC(=O)CN1CCN(S(=O)(=O)c2ccc(C)cc2)CC1)c1ccncc1
    -10	-3	1	-2	-3	-0.6	2	-22	1
(45) O=C(CSc1nn(-c2ccc(F)cc2)c(=S)s1)NCC1CCCO1 (stereo not drawn)
    -4	1	0	-6	0	-0.3	0	3	-4
(46) COc1ccc(CCNC(=O)Oc2ccccc2)cc1OC
    -17	0	18*	1	-1	-0.4	0	7	7
(47) O=C(NCC(c1cccs1)N1CCOCC1)c1ccccc1NS(=O)(=O)c1ccc(Cl)c([N+](=O)[O-])c1 (stereo not drawn)
    -7	-9	-2	0	4	4.6	5	8	-3
(48) COc1ccc(/C=C(/NC(=O)c2ccccc2)C(=O)Nc2cccc(C(=O)O)c2)cc1
    3	2	2	1	10	1.8	1	8	-3
(49) CC(C)C1Oc2ccccc2C(=O)N(CC(=O)c2ccc3c(c2)OCCO3)C1=O (stereo not drawn)
    -5	3	4	11	12	-0.6	0	0	1
(50) CCOC(=O)C1CCN(C(=O)c2cc(S(=O)(=O)N3CCCCCC3)ccc2OC)CC1
    0	3	-5	-2	4	0.8	1	-2	1
(51) COc1cccc(/C=C2\NC(=O)NC2=O)c1O
    -1	-8	1	0	-11	0.6	0	10	-6
(52) C=CCN(CC=C)C(=S)NC(=O)/C=C/c1ccc(C)cc1
    2	3	1	2	5	2.7	.	2	1
(53) N#Cc1ccccc1OCC(=O)Nc1c(C(=O)C2CC2)oc2ccccc12
    0	-8	6	1	-43	2.8	0	-3	-5
(54) C=CCn1c(SCC(=O)N2c3ccccc3Sc3ccccc32)nnc1-c1ccco1
    -2	12	-1	-2	5	4.7	0	-3	2
(55) CC(Sc1nnc(-c2ccco2)o1)C(=O)NCCC1=CCCCC1 (stereo not drawn)
    -9	15	0	-4	3	-2.1	0	9	4
(56) Cc1ccc(S(=O)(=O)n2cnc3ccccc32)cc1
    -5	-10	0	-6	-1	-0.8	2	7	5
(57) CCN(CC)c1ccc(C(=O)Nc2ccccc2)cc1[N+](=O)[O-]
    6	13	4	0	0	0.2	1	4	-6
(58) COC(=O)/C=C1\SC(N)=NC1=O
    5	3	-4	-6	1	1.4	7	-5	3
(59) COc1ccc(NC(=O)CC2C(=O)NCCN2C(=O)c2ccc(Cl)cc2)cc1 (stereo not drawn)
    4	2	1	-3	-2	-0.3	0	1	-7
